BAP1 block = human BAP1 deubiquitinase inhibition | Q92560 | activity remaining (% of control), % at 20 µM | 0.48% of 72,000 active | recombinant BAP1, Ub-AMC hydrolysis fluorescence kinetic; hits give low values;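 active means activity remaining at or below 50% of control, provided the compound also passes the data quality filters; inactive means the rest, including low values that fail the filters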;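 further: 100% = DMSO wells rate and 0% = substrate alone blank rate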
HePTP inh = blocks human HePTP tyrosine phosphatase | P35236 | recombinant HePTP phosphatase activity, OD absorbance | inhibition, % at 20 µM | 0.64% of 110,000 active | AID 521; in the data active means inhibition above about 50%;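 further: plate controls were vehicle for no effect and reference inhibitor for full effect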
Target sequence (P35236 whole entry, looked up): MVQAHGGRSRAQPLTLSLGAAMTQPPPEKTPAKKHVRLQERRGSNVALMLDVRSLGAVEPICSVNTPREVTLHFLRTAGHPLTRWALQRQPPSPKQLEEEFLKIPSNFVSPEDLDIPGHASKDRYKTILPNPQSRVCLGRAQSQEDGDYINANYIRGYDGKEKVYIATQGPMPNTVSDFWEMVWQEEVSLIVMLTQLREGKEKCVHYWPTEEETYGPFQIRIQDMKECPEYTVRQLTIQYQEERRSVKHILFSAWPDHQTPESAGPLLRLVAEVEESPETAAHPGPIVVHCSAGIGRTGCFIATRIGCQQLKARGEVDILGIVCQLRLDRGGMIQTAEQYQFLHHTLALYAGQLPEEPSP
* = called active by the depositor; . = no result given; & = joins results of further samples.

SMILES	BAP1 block	HePTP inh
Cc1coc(NC(=O)CSc2nc(-c3ccncc3)cc(C(F)(F)F)c2C#N)n1	140	6
COc1cc(NC(=O)C23CC4CC(C2)CC(n2nnc(C)n2)(C4)C3)c(OC)cc1Cl	103	2
CCOc1ccccc1C(=O)Nc1sc2c(c1C#N)CCCC2	.	5
Cn1c(SCC(=O)Nc2ccccc2)nc2ccccc21	.	11
O=C(CSc1nc2ccccc2s1)NNC(=S)NC1CCCCC1	.	9
CCOCCOC(=O)C1=C(C)NC2=C(C(=O)CC(C)(C)C2)C1c1cccc(Cl)c1Cl (centres undefined)	.	-1
Cc1cc(C(=O)COc2ncnc3sccc23)c(C)n1C	104	7
COc1cccc(NC(=O)CN(c2ccc(OC)cc2OC)S(=O)(=O)c2ccc(C)cc2)c1	.	7
Cc1cc(C(=O)N(C)CC(=O)Nc2ccccc2C(F)(F)F)c(C)o1	.	-2
CC1=C(C#N)c2nc(N)c(C#N)c(C)c2/C1=C\c1ccc(-c2cccc([N+](=O)[O-])c2)o1	.	-2
Cc1cccc(C)c1NC(=S)NC(=O)c1ccco1	.	5
O=C(Nc1nc2c(s1)CCc1ccccc1-2)c1cc(Cl)ccc1[N+](=O)[O-]	60	.
CC1CC(C)CN(S(=O)(=O)c2ccc(C(=O)NCCCn3ccnc3)cc2)C1 (centres undefined)	124	8
C=CCN1C(=O)C(O)(CC(=O)c2ccc(Cl)cc2)c2ccccc21 (centres undefined)	.	-2
CN1CCC(N(C)CC(=O)Nc2cccc(Oc3ccccc3)c2)CC1	116	6
O=C(CSc1nnc(Nc2ccccc2)s1)NCc1ccco1	119	3
CC(C)(C)c1ccc(S(=O)(=O)NCCOCC(F)(F)C(F)F)cc1	.	11
O=C(NC(NC(=S)Nc1ccccc1I)C(Cl)(Cl)Cl)c1cccc([N+](=O)[O-])c1 (centres undefined)	.	7
CCOC(=O)C1=C(C)N=c2s/c(=C\c3ccc(Br)o3)c(=O)n2C1c1ccc(F)cc1 (centres undefined)	.	0
O=C1NC(=O)N(c2cccc(Br)c2)C(=O)/C1=C/c1ccc(-c2ccccc2C(=O)O)o1	.	12
CC(C)CCCNc1nc(N2CCOCC2)nc(N2CCOCC2)n1	85	1
Nc1ccc2ncccc2c1N	53	13
Cc1nc2ccccc2c(=O)n1C1CCCCCC1	95	2
CN(CC(=O)NCCN1CCN(Cc2ccccc2)CC1)S(=O)(=O)c1cccc2nsnc12	98	1
CCCCCn1c(Sc2nc3ccccc3s2)nc2c1c(=O)[nH]c(=O)n2C	162	6
CCCOC(=O)c1ccc(NS(=O)(=O)c2ccc(Cl)cc2)cc1	.	-1
CN(CCO)C(=O)c1cccc2c1-c1ccccc1C2=O	125	0
CCOC(=O)c1c(NC(=O)c2ccc(C)cc2)sc(C(=O)Nc2ccccc2C(F)(F)F)c1C	.	0
CCCCOc1ccc(S(=O)(=O)Nc2cc(OC)ccc2OC)cc1	73	6
Fc1ccc(C2=CSC3=NCCN23)cc1	116	.

Single records (already shown). Order of values: BAP1 block, HePTP inh
Listed for CCOC(=O)C1=C(C)N=c2s/c(=C\c3ccc(Br)o3)c(=O)n2C1c1ccc(F)cc1 (centres undefined) : ., 0
Listed for O=C(Nc1nc2c(s1)CCc1ccccc1-2)c1cc(Cl)ccc1[N+](=O)[O-] : 60, .
Listed for Fc1ccc(C2=CSC3=NCCN23)cc1 : 116, .
Listed for C=CCN1C(=O)C(O)(CC(=O)c2ccc(Cl)cc2)c2ccccc21 (centres undefined) : ., -2
Listed for Nc1ccc2ncccc2c1N : 53, 13

New compounds follow
SMILES	BAP1 block	HePTP inh
CCOC(=O)c1c(NC(=S)Nc2ccccc2)sc2c1CCN(CCc1ccccc1)C2	.	-13
CN(C)c1cccc(NC(=O)c2ccccc2-c2ccccc2)c1	.	-14
CC1=CC(C)(C)N(C(=O)CN2C(=O)c3ccccc3C2=O)c2ccccc21	92	3
CCOC(=O)c1cc2c(ccn2-c2ccc(F)cc2)n1CC(=O)N1CCN(C(=O)c2ccco2)CC1	79	12
O=C(O)CCCC(=O)N1N=C(c2ccc(Br)cc2)CC1c1ccco1 (centres undefined)	.	4
COc1ccc(OC)c(C(=O)CSc2nc3ncccc3[nH]2)c1	94	-9
O=c1c2c(nc3cc(-c4cccc(Cl)c4)[nH]n13)CCCC2	.	-6
C=CCc1cccc2cc(C(=O)NCc3cccnc3)c(=O)oc12	83	1
O=C(NC1CS(=O)(=O)CC1NCc1ccco1)c1ccccc1 (centres undefined)	95	-8
O=C(Nc1nccs1)c1ccc(S(=O)(=O)c2ccccc2)cc1	101	4
COc1ccc(-n2nnnc2SCC(=O)c2ccc(OC)c(OC)c2)cc1	58	6
CC(C)Oc1cccc(C(=O)Nc2ccccc2N2CCOCC2)c1	85	4
CCOc1ccc(C(=O)N2CCOCC2)cc1	.	6
CCCCC(=O)N1CC2(C)CN(C(=O)CCCC)CC(C)(C1)C2=O	101	-1
COc1ccc2c(c1)CC(C1(O)C(=O)N(C)c3ccccc31)C2=O (centres undefined)	94	3&2
COc1ccccc1Nc1ncc(F)c(N2CCOCC2)n1	.	-15
CCNC(=S)NNC(=O)c1cccc(Br)c1	.	11
CC(C)c1cc(C(=O)Nc2cccnc2)no1	117	7
COc1ccc(S(=O)(=O)N(C)C2CCN(C)CC2)cc1	106	6
CC(C(=O)NCc1ccco1)n1nc(-c2ccccc2)c2cc(Cl)ccc21 (centres undefined)	103	0
CC(C)(C)c1ccc(CNc2ccc([N+](=O)[O-])cn2)cc1	98	.
CC(C)N1CCc2c(sc(N)c2C#N)C1	117	6
COc1cccc(N2C(=O)C3ON(c4ccccc4)C(c4cccs4)C3C2=O)c1 (centres undefined)	74	8
COC(=O)c1ccccc1NC(=O)C1CCN(C(=O)c2cc(OC)cc(OC)c2)CC1	113	7
CCN(CC)CCOCCOc1ccc(Cl)cc1Cl	.	6
O=C1NC(=O)C(=Cc2ccc(-c3cc(Cl)c([N+](=O)[O-])cc3Cl)o2)C(=O)N1	.	-6
CCSc1nnc(NC(=O)c2ccc(C)o2)s1	141	-6
CS(=O)(=O)c1ccc2nc(NC(=O)Cc3ccccc3)sc2c1	97	-7
Cc1ccc2cc(CN(CC3CCCO3)S(=O)(=O)c3cccc4nsnc34)c(=O)[nH]c2c1 (centres undefined)	90	5
COC(=O)c1cc(O)c(OCc2ccccc2)c(O)c1	103	-4

3 entries from above, arranged by formula weight, descending:
SMILES	BAP1 block	HePTP inh
O=C1NC(=O)N(c2cccc(Br)c2)C(=O)/C1=C/c1ccc(-c2ccccc2C(=O)O)o1	.	12
CN(CCO)C(=O)c1cccc2c1-c1ccccc1C2=O	125	0
COC(=O)c1cc(O)c(OCc2ccccc2)c(O)c1	103	-4

Next section:
SMILES	BAP1 block	HePTP inh
C=C(C)c1ccccc1NC1=NS(=O)(=O)c2ccccc21	.	7
O=C(COC(=O)CN1C(=O)C2CC=CCC2C1=O)Nc1cc(C(F)(F)F)ccc1N1CCOCC1 (centres undefined)	84	-8
COc1ccc(-n2ccnc2SCC(=O)Nc2ccccc2)cc1	104	1
Cc1nnc(SCC(=O)N2c3cc(C)c(C)cc3-c3c(ssc3=S)C2(C)C)s1	.	4
CC1CCN(c2nc(-c3ccccc3)c(C#N)c(=O)[nH]2)CC1	.	4
CCCCCCCNC1CC(=O)N(c2ccc(Cl)cc2)C1=O (centres undefined)	.	10
O=C(Nc1ccc(N2CCCCC2)cc1)c1cccs1	.	-4
O=C(Cn1cnc2c(cnn2-c2ccccc2)c1=O)N1CCOCC1	96	31
CCCCOC(C)n1cc(Cl)c(=O)[nH]c1=O (centres undefined)	.	5
COc1cccc2[nH]c3c(N4CCC(C(N)=O)CC4)ncnc3c12	.	2
CCCc1nnc(SCC(=O)N2CCOCC2)n1CCCOC	103	3
Cc1ccc(C(c2nnnn2Cc2cccs2)N2CCN(Cc3ccc4c(c3)OCO4)CC2)cc1 (centres undefined)	77	7
Oc1ccc(N2CCN(C(c3ccncc3)c3nnnn3C3CCCC3)CC2)cc1 (centres undefined)	103	-1
O=C(O)COc1ccc2c(=O)c(-c3ccc(Cl)cc3)coc2c1	.	16
COc1cc2c(cc1OC)C(C(=O)N1CCOCC1)C(c1cccs1)N(C)C2=O (centres undefined)	101	7
O=C(NCC1(c2ccccc2)CCOCC1)c1ccccc1C(=O)c1ccccc1	.	10
COC(=O)CSc1nc2c(c(-c3ccc(C)o3)c1C#N)CCCC2	.	-1
CCc1ccc(N2C(=O)NC(=O)/C(=C\c3ccc(OCC(=O)O)c(Br)c3)C2=O)cc1	.	-20
NC(=O)c1c(NC(=O)CN2C(=O)CCC2=O)sc2c1CCCCC2	94	7
COc1ccc(C2NC(=S)NC(C)=C2C(=O)Nc2cccc(Cl)c2)cc1 (centres undefined)	.	3
COc1ccc(C(=O)Nc2ccc(-c3nc4cc(C)c(C)cc4o3)c(O)c2)cc1[N+](=O)[O-]	.	25
N#Cc1nc(COc2ccc(Br)cc2)oc1NCCN1CCOCC1	90	3
Cc1ccccc1-c1noc(N)c1C#N	112	-8
Cn1c(Cn2nnc3ccccc32)nnc1SCC(=O)c1ccc(F)cc1	106	-9
NC1=NC(=O)/C(=C\c2ccc(-c3ccc(F)cc3)o2)S1	.	-10
COC(=O)C1=C(C)N=c2s/c(=C\c3ccc(F)cc3)c(=O)n2C1c1ccccc1 (centres undefined)	.	1
Oc1c(C(c2cccc(F)c2)N2CCN(Cc3ccccc3)CC2)sc2ncnn12 (centres undefined)	100	-10
COc1ccc(C)cc1NC(=O)c1cc(OC)c(OC)c(OC)c1	.	-6
CC1(C(=O)N(CC(=O)NC2CCCC2)C2CCCC2)CC(=O)N=C2C=CC=CN21 (centres undefined)	.	3
O=C(O)CN1C(=O)c2cccc(Oc3ccc(Cl)cc3)c2C1=O	61	10

Fetched one by one from above:
SMILES	BAP1 block	HePTP inh
COc1ccc(C(=O)Nc2ccc(-c3nc4cc(C)c(C)cc4o3)c(O)c2)cc1[N+](=O)[O-]	.	25
COC(=O)C1=C(C)N=c2s/c(=C\c3ccc(F)cc3)c(=O)n2C1c1ccccc1 (centres undefined)	.	1
COc1ccc(C)cc1NC(=O)c1cc(OC)c(OC)c(OC)c1	.	-6
Oc1c(C(c2cccc(F)c2)N2CCN(Cc3ccccc3)CC2)sc2ncnn12 (centres undefined)	100	-10

Later entries:
SMILES	BAP1 block	HePTP inh
Cn1c(C(=O)N2CCc3ccccc3C2)cc2c(=O)n3ccccc3nc21	.	0
OC1C=CSc2nc3ccccc3n21 (centres undefined)	72	5
O=C1CC(c2ccc([N+](=O)[O-])cc2)=NN1	.	-11
CCOc1cc(C(=O)N2CCN(c3ccccc3OC)CC2)cc(OCC)c1OCC	.	4
Cc1ccc(NC(=O)NC(=O)CN2C(=O)NC3(CCCCCCC3)C2=O)c(C)c1	82	1
CCn1c(CNc2ccc(Cl)cc2)nnc1SCC(=O)NCc1ccccc1	111	6
N#CCSc1nnc(C2CCCCC2)n1-c1ccccc1	110	12
CSc1nc2nc(C)cc(-c3ccccc3)n2n1	101	-5
Cc1nn2c(-c3cccc(NC(=O)CN4CCOCC4)c3)nnc2c2ccccc12	106	.
COc1ccccc1OCC(O)CN1CCN(CC(=O)Nc2c(C)cccc2C)CC1 (centres undefined)	96	.

By substructure: those above with two or more sulfur atoms.
SMILES	BAP1 block	HePTP inh
O=C(CSc1nc2ccccc2s1)NNC(=S)NC1CCCCC1	.	9
O=C(CSc1nnc(Nc2ccccc2)s1)NCc1ccco1	119	3
CN(CC(=O)NCCN1CCN(Cc2ccccc2)CC1)S(=O)(=O)c1cccc2nsnc12	98	1
CCCCCn1c(Sc2nc3ccccc3s2)nc2c1c(=O)[nH]c(=O)n2C	162	6
CCOC(=O)c1c(NC(=S)Nc2ccccc2)sc2c1CCN(CCc1ccccc1)C2	.	-13
O=C(Nc1nccs1)c1ccc(S(=O)(=O)c2ccccc2)cc1	101	4
CCSc1nnc(NC(=O)c2ccc(C)o2)s1	141	-6
CS(=O)(=O)c1ccc2nc(NC(=O)Cc3ccccc3)sc2c1	97	-7
Cc1ccc2cc(CN(CC3CCCO3)S(=O)(=O)c3cccc4nsnc34)c(=O)[nH]c2c1 (centres undefined)	90	5
Cc1nnc(SCC(=O)N2c3cc(C)c(C)cc3-c3c(ssc3=S)C2(C)C)s1	.	4

No enrichment for hits; any-hit rate near 0.83%.
